A3A deaminase = APOBEC3A ssDNA deaminase inhibitors, primary screen, selectivity assay for APOBEC3G inhibitor project, biochemical, FAM/TAMRA oligo cleavage fluorescence; inhibition, % at 20 µM; 0.41% of 330,000 active; DNA dC->dU-editing enzyme APOBEC-3A (Homo sapiens), P31941; recombinant A3A, FAM/TAMRA ssDNA deamination fluorescence;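 active = at least 40% inhibition at 20 µM here, with at most 30% in a related deaminase screen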;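 note: plate controls were A3A with DMSO for no effect and wells lacking A3A enzyme for full effect; some results filed as inactive read as strong as hits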
Target sequence (P31941 whole entry, looked up): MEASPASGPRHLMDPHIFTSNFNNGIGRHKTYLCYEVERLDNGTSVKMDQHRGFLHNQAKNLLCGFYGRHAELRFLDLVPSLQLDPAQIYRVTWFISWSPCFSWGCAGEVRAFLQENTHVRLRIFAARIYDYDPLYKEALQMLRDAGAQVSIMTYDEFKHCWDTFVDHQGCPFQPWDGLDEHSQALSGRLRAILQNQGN
APOBEC3G inh = APOBEC3G DNA deaminase inhibitors, primary screen, biochemical, fluorescence, single-stranded DNA substrate, uHTS | recombinant A3G, ssDNA deamination FAM/TAMRA fluorescence | AID 493012, 2011 | inhibition, % at 20 µM | 0.28% of 330,000 active;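 active = inhibition of at least 40% at 20 µM, with no more than 30% in the related APOBEC3A deaminase screen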;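 note: plate controls were DMSO wells with A3G for no effect and wells lacking A3G enzyme for full effect; some compounds called inactive have numbers as strong as hits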
MPTP inh = mitochondrial permeability transition pore inhibitors, primary screen, biochemical, isolated mouse mitochondria, absorbance | 1.4% of 360,000 active | inhibition, % at 10 µM | Ca2+ swelling absorbance, 30 min;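 active = inhibition of 50% or more, scaled per plate between neutral and stimulator controls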;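 note: 0% = DMSO wells given calcium and 100% = 1 mM EGTA wells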
mIAP act = activators of mouse IAP, primary screen, biochemical, luminescence, uHTS; 0.24% of 330,000 active; muIAP, CDP-Star luminescence, 30 min; stronger effect = higher value; 1 = vehicle-only enzyme signal, 0 = enzyme-free wells; activation factor at 10 µM; intestinal alkaline phosphatase [Mus musculus]; AID 2805, 2010;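 active = activation factor of at least 2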; note: the source names both 10 and 20 µM as test concentration; values of inactives mirror those of a sister screen read the other way
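System: Mouse IAP enzyme | Also added: CDP-Star substrate | Dosing: Compounds dispensed in DMSO | Schedule: 30 min enzyme-substrate-compound incubation at room temperature | Technique: Chemiluminescence readout | Control set: DMSO-only wells and no-enzyme negative control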
NR3A LBD binder = binders of NR3A ligand-binding domain, primary screen, biophysical, differential scanning fluorimetry, uHTS. AID 1259313, 2017. Tm shift relative to glycine control, % at 25 µM. NR3A LBD differential scanning fluorimetry, Tm shift; 0% = protein alone, 100% = glycine-bound protein. 2.5% of 340,000 active;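 active = melting temperature shift of at least 10% of the positive control shift, at one fixed dose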
mIAP inh = inhibitors of mouse IAP, primary screen, biochemical, luminescence, uHTS. intestinal alkaline phosphatase [Mus musculus]. purified mouse IAP, CDP-Star luminescence, 30 min. inhibition, % at 10 µM. 0.2% of 330,000 active;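 active = inhibition of at least 40% at 10 µM in the primary screen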;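 note: plate controls were DMSO with enzyme for no effect and no enzyme wells for full effect; values of inactives mirror those of a sister screen read the other way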
MIN6 prolif = inducers of MIN6 beta-cell proliferation, primary screen, ATP luminescence, uHTS; MIN6 cells proliferation, ATPlite luminescence, 48 h; cells starved in 0.2% serum; 100% = growth in 10% serum; proliferation, % at 10 µM; 0.29% of 330,000 active; AID 2380, 2010;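 active = compounds whose signal lies at least 3.5 SD above the mean of all wells on their plate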;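 note: 0% = DMSO-treated cells in low-serum medium and 100% = 10% serum control; some compounds called inactive have numbers as strong as hits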
hIAP activ = human IAP activators, primary screen, biochemical, luminescence, uHTS | AID 2524, 2010 | purified human IAP, CDP-Star luminescence, 30 min; stronger effect = higher value; 1 = vehicle-only enzyme, 0 = enzyme-free background | activation factor at 10 µM | Intestinal-type alkaline phosphatase (Homo sapiens), P09923 | 0.16% of 330,000 active;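 active = activation factor of the enzyme at least 2-fold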; note: the source names both 10 and 20 µM as test concentration; values of inactives mirror those of a sister screen read the other way
Target sequence (P09923 whole entry, looked up): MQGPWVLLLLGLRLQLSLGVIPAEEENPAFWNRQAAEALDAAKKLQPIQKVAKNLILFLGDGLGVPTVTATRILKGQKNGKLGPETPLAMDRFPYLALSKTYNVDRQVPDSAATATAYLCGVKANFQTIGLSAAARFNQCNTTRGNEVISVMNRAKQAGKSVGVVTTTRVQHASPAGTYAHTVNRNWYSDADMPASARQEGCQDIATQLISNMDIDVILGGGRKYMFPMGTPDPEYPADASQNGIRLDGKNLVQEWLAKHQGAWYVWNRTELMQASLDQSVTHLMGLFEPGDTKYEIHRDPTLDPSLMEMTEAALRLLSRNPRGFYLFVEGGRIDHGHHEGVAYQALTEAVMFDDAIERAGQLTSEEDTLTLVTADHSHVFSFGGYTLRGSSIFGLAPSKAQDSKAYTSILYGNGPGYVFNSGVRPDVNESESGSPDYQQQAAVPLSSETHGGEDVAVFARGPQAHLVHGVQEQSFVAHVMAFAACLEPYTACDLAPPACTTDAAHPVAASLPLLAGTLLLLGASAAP
hIAP block = human IAP inhibitors, primary screen, biochemical, luminescence, uHTS | Intestinal-type alkaline phosphatase (Homo sapiens), P09923 | purified IAP, CDP-Star luminescence, 30 min | inhibition, % at 10 µM | 0.12% of 330,000 active;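 active = inhibition reaching a set limit with compound at 10 µM in the primary screen, cut at about 35% in these data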;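 note: plate controls were DMSO wells with enzyme for no effect and no-enzyme buffer wells for full effect; values of inactives mirror those of a sister screen read the other way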
Numbers without * were called inactive.

SMILES	A3A deaminase	APOBEC3G inh	MPTP inh	mIAP act	NR3A LBD binder	mIAP inh	MIN6 prolif	hIAP activ	hIAP block
O=C(NCc1cccnc1)c1ccc(=O)oc1	-1	-6	3.8	0.94	2	6	-3	1.1	-12
Cc1ccc(S(=O)(=O)N2CCOC2CNC(=O)C(=O)NCCN2CCOCC2)cc1 (stereo unspecified)	-4	-7	-1.0	0.99	0	1	-2	1.1	-13
Cc1ccc(Cn2c(=O)c3c(nc4n3CCCN4Cc3ccccc3)n(C)c2=O)cc1	-5	-7	1.2	0.96	-23	4	0	1.1	-11
C=CCOc1ccc(/C=C/C(=O)OCC(=O)NC2CCCCCCC2)cc1	4	-1	-0.2	0.99	0	1	0	1.2	-21
CCOC(=O)C1CCC/C1=N\NC(=O)CN(c1cc(OC)ccc1OC)S(=O)(=O)c1ccccc1 (stereo unspecified)	0	-6	-0.2	0.98	0	2	0	0.95	5
C[C@H](NC(=O)OCc1ccccc1)C(=O)NNC(=O)[C@H](C)NC(=O)OCc1ccccc1	0	-4	0.1	0.93	-1	7	-2	1.1	-8
CC(C)c1ccccc1NC(=O)c1ccccc1NC(=O)C1CCCCC1	0	-2	2.1	0.94	-7	6	1	0.9	10
CCOC(=O)C1(Cc2ccccc2)CCCN(C(=O)c2cn[nH]c2)C1 (stereo unspecified)	2	2	0.7	1	-1	-4	1	1	-2
CC(C)NC(=O)Cn1c(=O)c2c(ncn2Cc2ccccc2)n(Cc2ccccc2)c1=O	0	-1	-2.6	0.95	3	5	4	0.95	5
COCCCNC(=O)c1cccs1	2	0	2.6	1	0	-2	-2	1.1	-7
CCC(C)c1ccccc1OCCCNC1CCCC1 (stereo unspecified)	0	-3	2.8	0.99	-1	1	-4	1.3	-26
CCCCn1c(N)c(N(CC(C)C)C(=O)c2cccc(S(=O)(=O)N3CCCCC3)c2)c(=O)[nH]c1=O	1	-5	-0.4	1	1	-1	3	1.2	-20
CCOc1ccccc1Nc1nnc(SCC(=O)Nc2ccc3[nH]c(=O)[nH]c3c2)s1	-1	-8	-0.3	1	-2	-4	-2	1.2	-20
Cc1cc(C(=O)NCC(=O)OCC(=O)Nc2ccc(OC(F)F)cc2)ccc1[N+](=O)[O-]	-2	2	6.3	0.95	-5	5	0	0.89	11
O=c1c2ccccc2oc2cc(NCCCn3ccnc3)ccc12	-2	-9	2.8	1	3	-3	-6	1.1	-9

Remaining list, next part
SMILES	A3A deaminase	APOBEC3G inh	MPTP inh	mIAP act	NR3A LBD binder	mIAP inh	MIN6 prolif	hIAP activ	hIAP block
COc1ccc(CCNC(=O)CCCc2ccccc2)cc1OC	-3	-8	1.4	0.99	-2	1	0	0.99	1
O=c1oc2ccccc2c(N2CCC(c3ccccc3)CC2)c1[N+](=O)[O-]	-1	0	4.6	1	-2	-1	-5	0.99	1
c1ccc(-c2ccccc2OCCOCCN2CCCCC2)cc1	4	-3	1.5	0.97	0	3	0	1.2	-20
CCc1cc(=O)oc2c(C)c(OCC(=O)N3CCCc4ccccc43)ccc12	-4	-6	-0.4	1	1	-2	3	0.98	2
COc1cc(/C=N/NC(=O)c2nonc2N)cc(OC)c1OC	1	-5	0.0	0.9	-1	10	-2	0.82	18
Cc1cc(Cl)ccc1OCC(=O)N/N=C1\CC2C=CCC12 (stereo unspecified)	2	-8	-2.8	0.99	-6	0	2	1.2	-15
Cc1cc(=O)oc(C)c1C(=O)OCC(=O)c1ccc(Br)cc1	2	0	3.6	1	0	0	-3	1	-2
CCC(CC)C(=O)Nc1nnc(SCC(=O)NC(C)(C)C)s1	-4	-8	-4.5	0.96	2	4	2	1.1	-10
O=S(=O)(c1ccccc1)N1CCN(c2ccccc2)CC1	-4	-1	0.1	1	3	-4	-1	1.2	-16
O=C(COC(=O)[C@H](Cc1ccccc1)NC(=O)c1ccco1)NC(c1ccccc1)c1ccccc1	-4	-4	-0.6	1.1	-2	-9	-2	1	-4
CN(C)S(=O)(=O)c1cccc(-c2csc(N/N=C/c3ccco3)n2)c1	-4	-5	2.7	0.85	-1	15	0	1	-5
Cc1cc([N+](=O)[O-])nn1CC(=O)Nc1cc(F)ccc1F	1	0	2.8	1	-2	-4	3	0.93	7
C=CCc1cccc(/C=N/NC(=O)CCC(=O)Nc2ccc(F)cc2)c1O	-2	-4	8.8	0.92	-7	8	-6	1.5	-50
c1ccc(SCCOCCN2CCOCC2)cc1	-4	-7	-0.4	0.85	1	15	1	1.2	-21
COc1ccc(/C=C2\N=C(C(C)(C)C)OC2=O)c(OC)c1	-2	-5	2.7	0.94	1	6	1	1.1	-11

Given with values under each structure: entries from further up
Values run as follows: A3A deaminase, APOBEC3G inh, MPTP inh, mIAP act, NR3A LBD binder, mIAP inh, MIN6 prolif, hIAP activ, hIAP block
- CCc1cc(=O)oc2c(C)c(OCC(=O)N3CCCc4ccccc43)ccc12
    -4, -6, -0.4, 1, 1, -2, 3, 0.98, 2
- COc1cc(/C=N/NC(=O)c2nonc2N)cc(OC)c1OC
    1, -5, 0.0, 0.9, -1, 10, -2, 0.82, 18
- Cc1cc(Cl)ccc1OCC(=O)N/N=C1\CC2C=CCC12 (stereo unspecified)
    2, -8, -2.8, 0.99, -6, 0, 2, 1.2, -15
- Cc1cc(=O)oc(C)c1C(=O)OCC(=O)c1ccc(Br)cc1
    2, 0, 3.6, 1, 0, 0, -3, 1, -2
- CCC(CC)C(=O)Nc1nnc(SCC(=O)NC(C)(C)C)s1
    -4, -8, -4.5, 0.96, 2, 4, 2, 1.1, -10

Following part.
SMILES	A3A deaminase	APOBEC3G inh	MPTP inh	mIAP act	NR3A LBD binder	mIAP inh	MIN6 prolif	hIAP activ	hIAP block
CCCCN1CCc2c([nH]c3ccc(C)cc23)C1=O	0	-2	-0.2	1	-1	-2	-2	1	-3
O=C(CN1CCc2ccccc21)NN1CC(=O)N(c2ccccc2)CC1=O	-2	-7	0.7	0.93	0	7	-3	0.85	15
C[C@H]1CCC(=O)N(CCSc2ccc(Br)cc2)CC1	-1	-1	-0.1	0.92	1	8	-4	0.91	9
O=C(C1COc2ccccc2O1)N1CCCCC1 (stereo unspecified)	0	-1	0.3	1.1	2	-11	1	1	-2
Cc1ccc2nc(C3CCCN3Cc3nc(CCC(C)C)no3)[nH]c2c1 (stereo unspecified)	4	-2	6.6	1.1	-1	-6	-4	1.2	-17
COC(=O)C1Cc2c([nH]c3ccccc23)C2(CCN(Cc3ccccc3)CC2)N1 (stereo unspecified)	0	-4	1.3	1	1	-5	-3	1	-3
O=[N+]([O-])c1ccccc1CN1CCN(c2ncccn2)CC1	-3	3	-2.0	1	-6	0	-4	1.1	-14
Cc1ccc(-c2noc(CSc3ccccc3)n2)cc1	0	-2	0.5	0.98	3	2	-3	1.1	-7
COc1ccc2[nH]cc(CCNC(=S)NC3CCCC3)c2c1	1	-2	0.4	1.2	1	-23	0	0.88	12
N#Cc1c(-c2ccc(C(F)(F)F)cc2)cc(-c2ccccc2)[nH]c1=S	-3	-4	18	0.92	-3	8	0	0.89	11
CCCN(CC(=O)Nc1ccccc1OC)C(=O)C1=COCCO1	0	3	-0.6	1.1	-4	-5	5	0.91	10
Cc1cccc(-n2ncc3c2CCCC3NC(=O)CCCN2CCCCC2=O)c1C (stereo unspecified)	0	-8	0.5	0.98	3	2	1	1.2	-20
O=C(Nc1ccncc1)C1CCN(S(=O)(=O)c2c(Cl)cccc2Cl)CC1	-2	-10	-2.8	1.1	1	-10	-2	1.2	-16
Cc1ccc(-n2cc(CN3CCNC(=O)CC3)c(-c3ccc(F)cc3)n2)cc1	2	1	1.1	0.91	-2	9	-1	1.1	-14
COc1cccc(C(CNc2ccc(S(=O)(=O)N3CCN(C)CC3)cc2[N+](=O)[O-])N(C)C)c1 (stereo unspecified)	0	-7	0.6	0.89	-2	11	-2	1	-5

Continued:
SMILES	A3A deaminase	APOBEC3G inh	MPTP inh	mIAP act	NR3A LBD binder	mIAP inh	MIN6 prolif	hIAP activ	hIAP block
CC(C)C(=O)Nc1ccccc1-c1nc2ccccc2[nH]c1=O	3	0	0.3	1.1	1	-14	-3	1.2	-19
O=C(O)c1cccc(Nc2ccncc2[N+](=O)[O-])c1	-5	-7	0.4	0.89	-1	11	-5	0.99	1
O=C(CN(CC1CCCO1)C(=O)CNS(=O)(=O)c1ccc(F)cc1)NCC1CCCO1 (stereo unspecified)	-4	-12	0.8	1	2	0	-2	1	-5
CCOC(=O)c1[nH]c2ccccc2c1N=CN(CC)CC	0	-2	2.5	0.96	-1	4	1	1	-1
CN(CCOC(=O)c1cccc(Br)c1)C(C)(C)C	1	1	-6.7	1	1	-3	0	0.98	2
COc1ncnc2c1oc1nc(C)c3c(c12)CC(C)(C)OC3	0	-2	3.1	0.95	0	5	0	0.94	6
CCOc1ccc(N/C(N)=N/c2nc(CSc3nnnn3-c3ccccc3)cc(=O)[nH]2)cc1	2	0	2.6	1.3	1	-35	-3	1.5	-48
COc1ccc(/C=C2\SC(=O)N(CC(=O)NNC(=O)c3ccccc3O)C2=O)cc1	-1	-3	-2.0	0.92	-3	8	-2	1.9	-93
O=C(O)c1ccc(S(=O)(=O)c2ccccc2C(=O)O)c([N+](=O)[O-])c1	9	0	-0.1	1	-7	-3	-4	0.77	23
O=C(NC(=S)NCCN1CCOCC1)c1ccc(Cl)cc1	-4	-9	-1.8	1	1	0	3	0.98	2
Cc1cc(C(=O)N2CCCC2C(=O)O)c(C)o1 (stereo unspecified)	-5	-5	0.5	0.96	-1	4	0	1.1	-13

Part of the list above in a different format:
Structure: Cc1cc(C(=O)N2CCCC2C(=O)O)c(C)o1 (stereo unspecified)
- A3A deaminase: -5
- APOBEC3G inh: -5
- MPTP inh: 0.5
- mIAP act: 0.96
- NR3A LBD binder: -1
- mIAP inh: 4
- MIN6 prolif: 0
- hIAP activ: 1.1
- hIAP block: -13

Structure: CC(C)C(=O)Nc1ccccc1-c1nc2ccccc2[nH]c1=O
- A3A deaminase: 3
- APOBEC3G inh: 0
- MPTP inh: 0.3
- mIAP act: 1.1
- NR3A LBD binder: 1
- mIAP inh: -14
- MIN6 prolif: -3
- hIAP activ: 1.2
- hIAP block: -19

Structure: O=C(NC(=S)NCCN1CCOCC1)c1ccc(Cl)cc1
- A3A deaminase: -4
- APOBEC3G inh: -9
- MPTP inh: -1.8
- mIAP act: 1
- NR3A LBD binder: 1
- mIAP inh: 0
- MIN6 prolif: 3
- hIAP activ: 0.98
- hIAP block: 2

Structure: COc1ncnc2c1oc1nc(C)c3c(c12)CC(C)(C)OC3
- A3A deaminase: 0
- APOBEC3G inh: -2
- MPTP inh: 3.1
- mIAP act: 0.95
- NR3A LBD binder: 0
- mIAP inh: 5
- MIN6 prolif: 0
- hIAP activ: 0.94
- hIAP block: 6

Bioassay records deposited in PubChem by Sanford-Burnham Center for Chemical Genomics.
